High-throughput results (PubChem BioAssay)
Pf apPOL inh: Pf-apPOL DNA polymerase inhibition | Recombinant Pf-apPOL, molecular beacon fluorescence, 1.5 h | inhibition, % at 10 µM | 0.25% of 210,000 active
mHTT-CaM PPI inh: mHTT-calmodulin interaction abrogation; P42858; AlphaScreen His-mHTT/GST-CaM binding, luminescence; inhibition, % at 15 µM; 3.6% of 190,000 active;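 also: 0% = both proteins with DMSO and 100% = one protein alone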
An asterisk follows results filed as active; i = inactive; . = no result given; & = joins results of further samples. Rule as the data show it: active = inhibition above about 50%; inactive = the rest. Not all compounds are listed, so the mix of outcomes need not match the whole.

canonical_smiles,Pf apPOL inh,mHTT-CaM PPI inh
c1ccc2c(c1)ncn2CCn1cnc2ccccc21,.,-5.2
COc1cc2c(cc1OC)CN(C/C=C/c1ccccc1)CC2,12.2,23.8
CN1C(=O)/C(=N\OC(=O)c2ccc(Br)cc2)c2ccccc21,0.6,i
CC(C)(C)N(CCO)C(=O)C(=O)N(CCO)C(C)(C)C,.,-4.2
N#CC1=C(N)Oc2cc(N)ccc2C1c1ccsc1 (configuration not stated),-10.2,6.6
COc1cc2c(cc1OC)C(=NC(Cc1ccccc1)C(=O)O)NC(C)(C)C2 (configuration not stated),4.9,5.0
Cc1ccnc(N2CCCC(C(=O)NCCc3ccccc3Cl)C2)n1 (configuration not stated),-1.5,3.4
OC(COc1ccc(Cl)c(Cl)c1)CN1CCC(Nc2nccc(C(F)(F)F)n2)CC1 (configuration not stated),-10.2,.

canonical_smiles,Pf apPOL inh,mHTT-CaM PPI inh
Cc1ccc(C2=N/C(=C\c3ccccc3I)C(=O)O2)cc1,1.8,1.0
COc1ccccc1NC(=O)CN1CCC2(CC1)N=C(c1ccc(F)cc1)C(=O)N2,-2.2,-12.1
CCC(C(=O)Nc1c2c(nn1-c1ccc([N+](=O)[O-])cc1)CSC2)c1ccccc1 (configuration not stated),-2.4&-6.8,14.3&11.0
Cc1ccccc1COc1cccc(/C=C2\C(=O)NN(c3ccccc3)C2=O)c1,-4.2,7.0
O=C(CCNS(=O)(=O)c1ccc(Br)s1)NCc1cccs1,-6.2,-1.0
CC(C)CC(Nc1ncnc2ccc(Br)cc12)C(=O)O (configuration not stated),-33.2&0.4,2.0&1.0
O=C1C2=C(C(c3ccccc3)=NCCN2)C(c2ccccc2F)N1c1ccccc1 (configuration not stated),17.8,3.0
FC(F)(F)c1nc2ccccc2nc1N1CCCC1,2.5,-25.0

canonical_smiles,Pf apPOL inh,mHTT-CaM PPI inh
CCOC(=O)C1CCCN(C(=O)c2ccc(OC)c(OC)c2)C1 (configuration not stated),-21.2,.
O=C(Nc1ccc(-c2nc3cccnc3o2)cc1)c1cccc(Cl)c1Cl,1.8,1.1
Cn1c(=O)c2c(nc(N3CCCCC3)n2CCSc2nc3ccccc3o2)n(C)c1=O,0.8,3.0
Cc1cccc(CC(=O)N2CCCC3(C2)Nc2cccnc2NC3=NC(C)(C)C)c1 (configuration not stated),-3.7,18.0
CCOc1ccc(N(C(C)C(=O)Nc2cc(Cl)ccc2OC)S(C)(=O)=O)cc1 (configuration not stated),1.9,8.4
O=C(CC1C(=O)Nc2ccccc2N1C(=O)c1ccccc1)Nc1ccccc1Cl (configuration not stated),7.4,4.0
Cn1c(=O)c2c(SCc3ccc(F)cc3)nc(-c3ccc([N+](=O)[O-])cc3)nc2n(C)c1=O,-0.5,-7.0
O=C1OC(c2cccs2)=N/C1=C/c1cccc(I)c1,4.4,0.0

As a working copy, four of the compounds above:
canonical_smiles,Pf apPOL inh,mHTT-CaM PPI inh
CCOc1ccc(N(C(C)C(=O)Nc2cc(Cl)ccc2OC)S(C)(=O)=O)cc1 (configuration not stated),1.9,8.4
O=C(CC1C(=O)Nc2ccccc2N1C(=O)c1ccccc1)Nc1ccccc1Cl (configuration not stated),7.4,4.0
Cn1c(=O)c2c(SCc3ccc(F)cc3)nc(-c3ccc([N+](=O)[O-])cc3)nc2n(C)c1=O,-0.5,-7.0
O=C1OC(c2cccs2)=N/C1=C/c1cccc(I)c1,4.4,0.0

Continued.
canonical_smiles,Pf apPOL inh,mHTT-CaM PPI inh
Nc1ncnc(NC2CCS(=O)(=O)C2)c1[N+](=O)[O-] (configuration not stated),1.8,-2.0
O=c1[nH]c(CN2CCOCC2)nc2c1C1(CCCC1)Cc1ccccc1-2,-4.3,4.0
COC(=O)c1cc(Br)ccc1N(Cc1cc(OC)cc(OC)c1)S(C)(=O)=O,-0.5,4.9
Cc1cc(C)n(-c2ncccc2[N+](=O)[O-])n1,-7.5&-7.8,.
O=C(Nc1c(F)cccc1F)C(NS(=O)(=O)c1cccs1)c1ccccc1 (configuration not stated),-3.1,1.0
Cc1ccc(C(=O)N2N=C(c3cccc(Br)c3)CC2(O)C(F)(F)F)cc1 (configuration not stated),-3.5,-6.0
CC1CCC2(CC1)CC[C@@H]2NCc1ccc(Cl)c(Cl)c1 (some centres not stated),-8.7,-6.2
Cc1cc(OCC(=O)Nc2ccccc2F)nc(N2CCC(C)CC2)n1,-0.1,-1.4

canonical_smiles,Pf apPOL inh,mHTT-CaM PPI inh
Cc1cccn2c(=O)c(C=O)c(N3CCN(Cc4ccccc4)CC3)nc12,-3.0,25.2
COc1ccc(OC)c(/C=c2\sc3nc4ccccc4n3c2=O)c1,4.3,3.0
COc1cccc(CNc2ccc3c(c2)ncn3C)c1OC,-7.1,3.0
COc1cc(/C=C2\SC(=O)N(Cc3ccc(Cl)cc3)C2=O)ccc1O,-1.0,29.0
CC(O)Cc1c(C(=O)O)[nH][nH]c1=O (configuration not stated),-6.5,-0.7
CCOC(=O)N1CCN(C(=O)COc2ccccc2Cl)CC1,-4.4,-8.1
O=c1cc(CN2CCN(c3ccccc3)CC2)c2ccccc2o1,-2.2,-5.6
COCCNC(=O)C(=O)NCCCN1CCCC1=O,-3.1,-15.1

canonical_smiles,Pf apPOL inh,mHTT-CaM PPI inh
C=CCn1c(C)n[nH]c1=S,.,-0.6
COc1ccc(CNC(=O)c2cc3c(s2)CN(C(C)C)C3)cc1,-3.6,-3.3
COc1ccc(-c2cc(C(F)(F)F)n3nc(C(=O)NCC4CCCO4)cc3n2)cc1 (configuration not stated),-5.1,3.0
CN(CC(=O)N1CCc2ccccc21)S(=O)(=O)c1ccc(Br)s1,-8.3,-2.0
N#CC1=C(N)Oc2c(oc(CO)cc2=O)C12C(=O)NC1C=CC=CC12 (configuration not stated),6.1,-4.2
Brc1ccc(-c2cc3ccccn3c2)cc1,-0.2,38.0
O=C(NCCS(=O)(=O)NCCC1=CCCCC1)c1ccccc1,2.9,-6.2
CN1C(=O)CC(C(=O)O)SC1=Nc1cccc(F)c1 (configuration not stated),0.7,-1.0

canonical_smiles,Pf apPOL inh,mHTT-CaM PPI inh
Cc1ccc2nsnc2c1NC(=O)COc1ccc(Cl)cc1,-4.2,-8.0
Nc1c(Cl)cc(NC(=O)CCCC(=O)O)cc1Cl,-2.8,-2.2
COc1cccc(C=C2Oc3cc(C)cc(O)c3C2=O)c1,-1.4,0.3
Cc1ccc(-c2cc3n(n2)CCCNC3)o1,-0.7,9.8
OC(COCc1ccc2c(c1)OCO2)CN1CCCCC1 (configuration not stated),-3.8,3.4
O=C(Cc1c(C(=O)O)[nH]c2ccc(Cl)cc12)Nc1ccc(Cl)cn1,-5.5,2.0
Cc1ccc(COc2ccccc2C2CC(=O)Nc3n[nH]c(C)c32)cc1 (configuration not stated),1.2,11.0
CCOC(=O)C(=CNNS(=O)(=O)c1cc(C(F)(F)F)cc(C(F)(F)F)c1)C(=O)OCC,-11.3,.

canonical_smiles,Pf apPOL inh,mHTT-CaM PPI inh
CC1(c2ccccc2)CC(C)(C)N(C(=O)C(F)(F)F)c2ccccc21 (configuration not stated),8.1,-31.0
COc1ccc(-c2cn3c4c(=O)n(C)c(=O)n(C)c4nc3n2-c2ccc(OC)c(OC)c2)cc1,-4.7,-1.0
CC(=O)NC1=NN(C(C)=O)C(c2ccc3c(c2)OCO3)S1 (configuration not stated),27.4,3.0
CN(CCc1ccncc1)C(=O)C1CCCN(c2cnn(Cc3ccccc3)c(=O)c2)C1 (configuration not stated),-1.4,7.8
Cc1ccc(C2C(N3C(=O)c4ccc([N+](=O)[O-])cc4C3=O)C(=O)N2c2ccc(C)c(F)c2)cc1 (configuration not stated),6.2,26.0
O=C1CSC(c2ccccc2Br)N1c1ccc(F)c(Cl)c1 (configuration not stated),-1.6,-24.0
Cc1ccc(C(=O)NC2CCN(c3ccccc3C(=O)N3CCCC3)CC2)cc1,-7.2,-3.8
COc1ccc(-n2nc3c(c2NC(=O)CCc2ccccc2)CS(=O)(=O)C3)cc1,-5.9,-4.0

canonical_smiles,Pf apPOL inh,mHTT-CaM PPI inh
O=S1(=O)CCN(Cc2cccs2)CC1,-5.6,.
Cc1nc(NCc2ccccc2)[nH]c(=O)c1Cc1ccccc1,5.3,-2.0
CCC12CN(C(=O)c3ccccc3)CC(CC)(CN(C(=O)c3ccccc3)C1)C2=O,-0.5,-1.0
NC(=O)Cc1nc(-c2ccccn2)n[nH]1,-7.0,99.2*
O=c1[nH]nc(-c2ccccc2)c2ccccc12,-3.9,.
Cc1ccccc1NC(=O)c1nc2ccccc2[nH]c1=O,-2.2,0.1
Cc1nc(C(C)C)nc2c1CCC(=O)N2Cc1cccnc1,6.5,7.5
COc1cccc(-c2nc(C3CCCN(C(=O)c4ccccc4Cl)C3)no2)c1 (configuration not stated),-3.7,3.1

canonical_smiles,Pf apPOL inh,mHTT-CaM PPI inh
COCCC(=O)N1CCC(c2nc(C(=O)N3CCOCC3)c(C)o2)CC1,0.0,-8.0
O=C(CCc1cccc2[nH]ccc12)NCc1cccc(F)c1,-2.7,2.2
O=C(C1=CN(c2cccc(F)c2)c2cc(Cl)ccc2S1(=O)=O)N1CCCC1,3.4,-1.0
O=C(O)C12CC3CC(C(=O)O)(C1)CC(C(=O)O)(C3)C2,5.5&-4.7,-1.0&-6.0
COc1cc(CN2CCCC2c2c(C)noc2C)ccc1OC(C)C (configuration not stated),1.3,-9.0
COc1cccc(N2CCN(C(=O)c3cnn4c3NC(c3ccco3)CC4C(F)(F)F)CC2)c1 (configuration not stated),-0.1,30.0
CCOc1ccc(S(=O)(=O)NC(C)(C)C)cc1-c1nc2c(C(C)(C)C)nn(C)c2c(=O)[nH]1,-4.4,36.0
CCC(=O)NCc1nc2c(n1C)CN(S(=O)(=O)c1cccc(C#N)c1)CC2,-3.6,-1.1

canonical_smiles,Pf apPOL inh,mHTT-CaM PPI inh
O=C(c1cc(-c2ccccc2)n[nH]1)N1CCc2nc3cc(-c4ccccc4)[nH]n3c(=O)c2C1,-0.1,39.9
COc1ccc(Nc2nc(-c3ccc(C)c(C)c3)cs2)cc1,4.3,31.3
CCC(=O)N1CCc2cc(Br)cc(S(=O)(=O)NCC3CCCN3CC)c21 (configuration not stated),-7.7,2.0
CCOc1ccccc1-c1nc(-c2ccc3ncn(CC)c3c2)no1,-3.2,32.6
N#Cc1cc2c(nc1SCC(O)CNc1ccc(Cl)cc1)CCCC2 (configuration not stated),4.6,47.0
Cc1oc2cc(OCC(=O)OC(C)(C)C)ccc2c(=O)c1-c1ccc(Br)cc1,-7.6,-15.8
Cn1cc(-c2noc(-c3ccccc3C(F)(F)F)n2)ccc1=O,0.0,10.6
Cc1cc(Cl)ccc1NC(=O)N1CC2CC(NC(=O)c3ccccc3)C1C2 (configuration not stated),-2.9,-2.3

canonical_smiles,Pf apPOL inh,mHTT-CaM PPI inh
CCOc1ccc(Nc2nc(-c3ccc(Cl)cc3)nc3ccccc23)cc1,5.8,-50.8
Cc1ccccc1/C=C1/N=C(c2ccccc2)OC1=O,11.4,7.0
O=C(NC1(C(Cl)(Cl)Cl)Oc2ccccc2O1)C(F)(F)F,-6.5,-5.0
COc1ccc(-c2noc(C3CCN(CC(=O)Nc4ccc5c(c4)OCO5)CC3)n2)cc1,-3.8,0.6
O=C(c1ccc(-c2cncnc2)nc1)N1CCCC1,-4.0,-4.0
Cc1cc(C)n2ncc(C(=O)Nc3ccc4c(c3)CCC4)c2n1,-2.7,13.0
Cc1cc(Cl)ccc1OCC(=O)NCc1ccccc1,3.0,-9.8
COc1ccc(C2/C=C\CN(S(=O)(=O)c3ccc4ccccc4c3)[C@@H](C)C(=O)N2Cc2ccc(F)cc2)cc1 (some centres not stated),-5.9,17.4

canonical_smiles,Pf apPOL inh,mHTT-CaM PPI inh
Cc1cc(C)c2c(n1)sc1c(Sc3nnc(-c4ccncc4)o3)ncnc12,-7.1,.
COc1cccc(-c2nc(C=Nc3cccc([N+](=O)[O-])c3)c(O)o2)c1,-1.0,8.0
CS(=O)(=O)NCC1CCC(C(=O)Nc2ccc(N3CCOCC3)cc2)CC1 (configuration not stated),-5.7,-7.2
COc1ccc(CNC(=O)C2CN(C(=O)c3cccs3)CC23CCCCC3)cc1 (configuration not stated),-3.5,2.6
O=C(Nc1nc2c(s1)CCCC2)C1CC1,-3.0,1.1
O=[N+]([O-])c1ccc(NCc2ccco2)c([N+](=O)[O-])c1,5.3,.
C[C@H]1CCC(=O)N([C@H](CC#N)Cc2ccccc2)CC1,-1.6,4.5
O=C1c2ccccc2C(=O)c2c(O)ccc(O)c21,-27.1,41.8

canonical_smiles,Pf apPOL inh,mHTT-CaM PPI inh
COc1cc(C=O)c(Br)cc1OCc1ccc(C)cc1,2.1,-9.5
O=C(COc1ccccc1F)Nc1ccc2c(c1)C(=O)NCCO2,1.8,-10.8
Cc1oc(C2CCN(C(=O)CC3CCCCC3)CC2)nc1C(=O)N1CCCCC1,0.4,17.6
CC(=O)NCC(=O)N1CCCC(c2cc(-c3ccc(F)cc3)n[nH]2)C1 (configuration not stated),-0.1,2.8
Cc1cccc(-n2nc3c(c2NC(=O)C(C)C)CS(=O)C3)c1C (configuration not stated),-2.1,-1.0
C1=C(c2ccccc2)SC=C(c2ccccc2)S1,10.6,-4.0
CC1(C)CC(=O)C2=C(C1)N1C(=C(C#N)C2c2cccnc2)NC(=O)c2c1sc1c2CCCC1 (configuration not stated),-1.2,27.0
COc1ccccc1CNC(=O)CC(C(=O)N1CCc2ccccc21)n1ccnc1 (configuration not stated),-8.4,-1.0

canonical_smiles,Pf apPOL inh,mHTT-CaM PPI inh
O=C(NC1CCN(c2ncnc3c2CCC3)C1)c1ccsc1 (configuration not stated),-2.5,10.7
COc1ccc2c(c1)OCC/C2=N\OC(=O)c1ccccc1F,9.2,i
COc1ccc(S(=O)(=O)Nc2ccccc2C(=O)NC(C)C)cc1,-0.3,-3.2
CCOc1ccc(/C=C2\SC(N3CCc4ccccc4C3)=NC2=O)cc1,0.9,6.0
Cn1nc(-c2nc(-c3ccccc3)no2)c2c1CCN(C(=O)c1cccc(Cl)c1)C2,-5.8,7.7
COc1ccc(C=C2C(=O)OC3(CCCCC3)OC2=O)cc1OC,-9.3,2.0
O=C(CSS(=O)(=O)O)NCc1ccccc1,2.0,-8.0
COc1ccccc1C1CN(C(=O)c2ccccc2)CC1C(=O)NC1CC1 (configuration not stated),-9.3,11.3
